# Bioassay records deposited in PubChem BioAssay by Sanford-Burnham Center for Chemical Genomics.
# SENP6 block = inhibitors of human SENP6 protease; Recombinant SENP6 catalytic domain, aminoluciferin luminescence; inhibition, % at 10 µM; actives 1.8% (n = 330,000);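 active = inhibition above about 50% at the single tested dose, limit read from the data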;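 also: plate controls were DMSO wells with enzyme for no effect and DMSO wells lacking enzyme for full effect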
# Target sequence (Q9GZR1 628-1112 limits assumed): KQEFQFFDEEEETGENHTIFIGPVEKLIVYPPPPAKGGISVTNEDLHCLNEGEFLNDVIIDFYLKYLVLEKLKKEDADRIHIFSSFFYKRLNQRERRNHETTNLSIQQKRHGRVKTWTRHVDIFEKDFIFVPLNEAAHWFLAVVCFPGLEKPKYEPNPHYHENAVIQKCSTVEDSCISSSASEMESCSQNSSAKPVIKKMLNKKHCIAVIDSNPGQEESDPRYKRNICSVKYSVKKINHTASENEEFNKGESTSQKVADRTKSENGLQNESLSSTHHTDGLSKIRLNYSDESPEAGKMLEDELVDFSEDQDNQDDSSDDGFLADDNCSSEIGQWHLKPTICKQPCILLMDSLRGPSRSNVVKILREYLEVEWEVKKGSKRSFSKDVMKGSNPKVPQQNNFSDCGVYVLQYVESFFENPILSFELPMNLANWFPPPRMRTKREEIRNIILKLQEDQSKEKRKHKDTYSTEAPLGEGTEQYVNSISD
# SENP8 block-1 = inhibitors of human SENP8 protease; Q96LD8; purified SENP8, Z-RLRGG-aminoluciferin cleavage, luminescence; inhibition, % at 10 µM; actives 1.2% (n = 330,000); AID 2540; in the data active = inhibition above about 50%
# Target sequence (Q96LD8 whole entry, looked up): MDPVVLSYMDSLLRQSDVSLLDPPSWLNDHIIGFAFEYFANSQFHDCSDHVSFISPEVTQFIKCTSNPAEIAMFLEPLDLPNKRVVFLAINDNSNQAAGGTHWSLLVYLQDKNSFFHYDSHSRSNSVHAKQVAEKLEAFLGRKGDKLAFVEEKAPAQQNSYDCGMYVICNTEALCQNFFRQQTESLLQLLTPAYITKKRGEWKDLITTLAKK
# HKDC1 inhibitor = blocks human hexokinase HKDC1 activity | Q2TB90 | recombinant HKDC1, G6PDH/diaphorase resazurin coupled fluorescence | inhibition, % at 20 µM | actives 0.16% (n = 340,000);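 active = inhibition above about 35% when tested at 20 µM, limit read from the data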;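 also: plate controls were DMSO wells with enzyme for no effect and DMSO wells lacking enzyme for full effect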
#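 Material: recombinant HKDC1 hexokinase; Amount: HKDC1 at 5 µg/mL; Medium: Tris pH 8.0 buffer with MgCl2, Tween-20, BSA, BME; Schedule: 90 min reaction incubation at room temperature, dark; Technique: coupled resazurin fluorescence, excitation 525 nm, emission 613 nm.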
# SENP1 inh = inhibitors of human SENP1 SUMO protease catalytic domain. recombinant SENP1 catalytic domain, CyPet-SUMO1-YPet FRET cleavage. inhibition, % at 10 µM. actives 0.21% (n = 360,000);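 active = inhibition at least 30% at 10 µM, raw YFP signal under a set limit, fluorescence ratio 0.5 to 1.5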;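 also: 0% = enzyme with DMSO and 100% = no enzyme wells; some results filed as inactive read as strong as hits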
# Target sequence (Q9P0U3 419-644 limits assumed): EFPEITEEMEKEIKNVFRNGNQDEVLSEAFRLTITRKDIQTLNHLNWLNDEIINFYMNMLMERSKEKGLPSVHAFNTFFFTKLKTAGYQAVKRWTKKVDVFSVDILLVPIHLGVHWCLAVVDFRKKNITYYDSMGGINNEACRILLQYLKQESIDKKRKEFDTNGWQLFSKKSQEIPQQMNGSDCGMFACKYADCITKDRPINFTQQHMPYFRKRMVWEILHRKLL
#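 system = hSENP1 catalytic domain, recombinant | reagent = SFCypet-SUMO1-SFYpet substrate at 25 nM | doses = one dose per compound, 10 µM, 0.5% DMSO | incubation = enzyme reaction for 50 min at room temperature, dark | measured by = FRET, CFP and YFP emission | controls = no-enzyme low, enzyme-DMSO high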
# Apaf1 inhib = inhibitors of human Apaf-1 apoptosome; actives 0.71% (n = 330,000); AID 489030; reconstituted apoptosome caspase-3 activity, DEVD-Rh110 fluorescence; O14727; inhibition, % at 20 µM; active = inhibition of at least 40% at 20 µM;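 also: plate controls were DMSO wells for no effect and DEVD-CHO caspase inhibitor wells for full effect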
#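 Assay system – apoptosome proteins · Medium – Hepes buffer, pH 7.5 · Also added – cytochrome c with DEVD-Rh110 · Timing – 30 min compound preincubation, 50 min activation, room temperature · Detection – Rh110 fluorescence, excitation 480 nm, emission 540 nm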
# PfG6PD inh = PfG6PD (Plasmodium falciparum) enzyme inhibition; actives 0.78% (n = 350,000); PfGluPho enzyme, NADPH resazurin-diaphorase fluorescence; AID 504690; inhibition, % at 20 µM;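 active = inhibition reaching at least a set limit at 20 µM in the primary screen, cut at about 59% in these data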;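 also: 0% = DMSO wells with substrate and 100% = DMSO wells lacking glucose-6-phosphate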
# SENP7 inh = blocks the human protease SENP7; Q9BQF6; recombinant SENP7, Z-RLRGG-aminoluciferin luminescence, 40 min; inhibition, % at 5 µM; actives 1.5% (n = 330,000); AID 434973;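 active = inhibition above about 50% at the single test dose, limit read from the data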;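 also: plate controls were DMSO with enzyme for no effect and no enzyme buffer wells for full effect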
# SENP8 block-2 = SENP8 (human) protease inhibition | recombinant SENP8, Nedd8 substrate fluorescence | inhibition, % at 20 µM | actives 0.64% (n = 360,000) | AID 602440; in the data active = inhibition mostly above about 40%, no sharp cut-off; inactive = mostly below about 27%
# NLRP3 yeast inh = blocks the NALP3 inflammasome reconstituted in yeast. Yeast reconstituted NLRP3/ASC/caspase-1, beta-gal luminescence, 24 h. inhibition, % at 10 µM. actives 0.39% (n = 330,000). AID 2825;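 active = inhibition of 50% or more; inactive = inhibition below 50%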;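 also: plate controls were induced DMSO wells for no effect and uninduced yeast grown without galactose for full effect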
# Numbers without * were called inactive; x = not tested or not shown.
SMILES,SENP6 block,SENP8 block-1,HKDC1 inhibitor,SENP1 inh,Apaf1 inhib,PfG6PD inh,SENP7 inh,SENP8 block-2,NLRP3 yeast inh
CCCc1cc(=O)[nH]c(SCC(=O)Nc2sccc2C#N)n1,-14,-6,11,-8,0,29,4,-6,25
CCCCN(c1ccccc1)S(=O)(=O)c1cccc(C(=O)O)c1,2,5,-1,2,6,-14,-9,20,2
O=C(Nc1ccc(F)cc1F)c1csc(-c2ccncc2)n1,13,1,4,-1,-7,-10,-2,12,-33
COC(=O)CSc1nc(N2CCOCC2)c2c(c1C#N)CC(C)(C)OC2,-5,-3,-3,1,2,-24,3,-58,4
COCCn1c(SC(C)C(=O)NCC2CCCO2)nc2sc3c(c2c1=O)CCC3 (stereo not given),-1,12,-3,2,5,13,-6,3,17
N=C1C(c2nc3ccccc3s2)=C(O)CN1C1CCC(O)CC1 (stereo not given),-17,-8,1,x,-5,2,-5,x,-8
Cc1ccc(C)n1-c1ccc(C(=O)NN)s1,4,-1,-6,-5,3,12,6,-45,-1
Cc1cccc(C)c1NC(=O)CSc1ncnc2nc[nH]c12,-9,4,-9,3,-14,-4,-1,2,7
CCOC(=O)c1cc(-c2ccccc2)sc1NC(=O)CCN1C(=O)c2ccccc2C1=O,-1,-1,-5,-3,13,4,12,-5,6
COc1cccc(C(=O)COC(=O)CCC(=O)NC2CCCCC2)c1,0,5,-8,1,2,1,9,-3,18
O=C(c1cccs1)c1cn(CC(=O)N2CCc3ccccc3C2)c2ccccc12,13,-4,-2,0,9,-11,-5,-20,-13
O=C(COC(=O)c1ccc(S(=O)(=O)N2CCOCC2)cc1)NCc1ccccc1,11,3,-2,1,0,-3,8,18,20
O=C(CO/N=C/c1ccccc1Cl)N1CCCc2ccccc21,-28,-9,-5,0,7,-29,0,14,24
CCN(Cc1ccc(O)cc1)CC1CCCN(CCc2cccc(F)c2)C1 (stereo not given),1,-10,-9,1,9,15,-11,24,14
COc1ccccc1CNC(=O)C(C)Sc1ccc(C)cc1 (stereo not given),-22,2,-5,0,3,-1,6,0,18
C[C@H](NC(=O)C1CCN(S(=O)(=O)c2ccccc2)CC1)C(=O)NCc1cccc(C(F)(F)F)c1,0,5,-1,0,4,4,5,7,-1
Cc1c(CC(=O)O)c(=O)oc2cc3occ(-c4ccc(F)cc4)c3cc12,-20,1,9,-3,4,-24,4,-220,1
Cc1cc2ccccc2c(=O)n1CC(=O)NCCC1=CCCCC1,-4,-1,-1,-2,2,8,-3,-59,10
CCc1ccc(N(CC(=O)Nc2sc3c(c2C(=O)OC)CCCC3)S(C)(=O)=O)cc1,13,2,3,0,14,27,3,-25,13
Cc1nc(=O)c(-c2ccccc2)c(C)n1CCCO,-2,-6,6,2,-6,-15,3,16,-7
Cc1ccc(Oc2nsnc2N2CCOCC2)cc1,-7,-4,-4,1,-106,10,-9,5,-41
COc1cc(OC)cc(C(=O)Nc2nc3ccccc3[nH]2)c1,24,3,-8,14,2,-1,-7,-46,19
CCCCOC(=O)Nc1ccc(C(C)C)cc1,0,-11,-1,0,1,32,-1,24,21
O=C(CN1C(=O)NC2(CCCCC2)C1=O)Nc1ccccc1Cl,-4,-7,-8,0,-11,-4,0,3,-7

# Six compounds from above, arranged by number of heavy atoms, ascending:
SMILES,SENP6 block,SENP8 block-1,HKDC1 inhibitor,SENP1 inh,Apaf1 inhib,PfG6PD inh,SENP7 inh,SENP8 block-2,NLRP3 yeast inh
CCCCOC(=O)Nc1ccc(C(C)C)cc1,0,-11,-1,0,1,32,-1,24,21
Cc1nc(=O)c(-c2ccccc2)c(C)n1CCCO,-2,-6,6,2,-6,-15,3,16,-7
COc1cc(OC)cc(C(=O)Nc2nc3ccccc3[nH]2)c1,24,3,-8,14,2,-1,-7,-46,19
Cc1cc2ccccc2c(=O)n1CC(=O)NCCC1=CCCCC1,-4,-1,-1,-2,2,8,-3,-59,10
CCN(Cc1ccc(O)cc1)CC1CCCN(CCc2cccc(F)c2)C1 (stereo not given),1,-10,-9,1,9,15,-11,24,14
CCc1ccc(N(CC(=O)Nc2sc3c(c2C(=O)OC)CCCC3)S(C)(=O)=O)cc1,13,2,3,0,14,27,3,-25,13

# Continuation.
SMILES,SENP6 block,SENP8 block-1,HKDC1 inhibitor,SENP1 inh,Apaf1 inhib,PfG6PD inh,SENP7 inh,SENP8 block-2,NLRP3 yeast inh
COC(=O)C1CC(=O)N(CCc2c[nH]c3ccccc23)C1 (stereo not given),2,2,-4,2,-8,1,-7,20,2
Cc1cc(C)cc(OCC(=O)OCC(=O)NC2CC2)c1,-11,8,-6,0,2,-1,9,12,6
CCN(C(=O)c1cccc(F)c1)c1ccccc1C,-10,-2,-3,3,2,19,-6,7,7
Clc1ccc(OCCn2ccnc2)c(Br)c1,-11,-11,-4,2,3,-6,-13,18,13
CSc1ccc(CCNS(=O)(=O)c2csc(C(N)=O)c2)cc1,-9,8,-3,0,-4,14,4,-21,-8
O=C(COc1cccc(C(F)(F)F)c1)Nc1cccc(S(=O)(=O)NC2=NCCCCC2)c1,x,x,-2,4,x,9,x,15,x
CCN(CC)S(=O)(=O)c1ccc2[nH]cc(C(=O)NC3CC3)c(=O)c2c1,-1,3,6,2,1,-10,-5,-26,10
Cc1cc(NS(=O)(=O)c2ccc(NC(=O)CNS(=O)(=O)c3ccccc3)cc2)nc(C)n1,-20,-5,-7,1,-4,-27,0,11,16
COc1ccccc1/C=C/C=N/N1CCN(Cc2cccc3ccccc23)CC1,-17,-2,-1,0,12,10,9,13,12
CCOc1ccc(N=C(C)c2ccccc2O)cc1,-20,-12,4,0,-4,2,4,42*,10
O=C(CCCn1c(=S)[nH]c2cc3c(cc2c1=O)OCO3)NCc1ccccc1Cl,5,-2,-2,3,-11,4,-4,2,17
O=C(CCN1C(=O)/C(=C/c2ccccc2)SC1=S)Nc1cccnc1,-6,2,4,3,15,2,6,15,11
O=C1CCCCN1CCC(=O)N1CCCC(N2CCN(c3ccccc3)CC2)C1 (stereo not given),4,2,1,0,-13,-4,-2,3,8
COc1ccccc1OCCNC(=O)c1ccc2c(c1)CCC2,-11,-10,-7,-2,24,3,2,5,26
COc1ccc(S(=O)(=O)N2CCCCC2)cc1C(=O)N1CCCCCC1,5,-7,-6,1,-20,9,-1,0,14
CC(C)=C(NC(=O)c1ccccc1)C(=O)NCCCC(=O)O,-26,-5,-5,1,-1,-4,4,4,22
CCOc1ccccc1NC(=O)c1ccc(CN2CCc3ccccc3C2)cc1,4,10,-3,-2,13,16,-4,28,26
CN(C)/C=C/C(=O)c1cnc(-c2ccccn2)s1,15,-1,-5,1,-18,-4,7,8,6
CCN(CC)S(=O)(=O)c1ccc(C)c(NC(=O)COC(=O)CCC(=O)c2cccs2)c1,-11,-8,-2,4,3,3,11,-9,23
Cc1ccc(-n2c(Cc3cccs3)nnc2SCC(=O)Nc2ccc(S(N)(=O)=O)cc2)cc1,3,-7,-1,0,21,-13,-11,23,1
CCc1ccc(/C=C2\SC(N3CCCC3)=NC2=O)cc1,13,-3,2,2,-5,0,-5,13,42
O=c1cc(N2CCCCC2)c(-c2ccccc2)nn1Cc1cccc(F)c1,14,-9,12,5,44*,-20,4,5,19
O=C(NCc1ccccc1)c1cc[n+](CC(=O)c2cccs2)cc1,-1,-1,4,-59,-9,14,1,4,10
O=C(CCCn1c(SCC(=O)c2ccc(F)cc2)nc2ccccc2c1=O)NCc1ccco1,-5,-2,-9,0,4,-8,-7,12,7
CCOCC(=O)Nc1c(C(=O)Nc2ccc3c(c2)OCO3)oc2ccccc12,-8,-3,2,3,9,2,-4,-45,21
COc1cc(O)c(C(CC(=O)N2CCOCC2)c2ccc(N(C)C)cc2)c(OC)c1 (stereo not given),-16,-5,-7,1,9,-4,11,14,24
Cc1ccc(C(C)C)c(O)c1C(=O)O,x,x,-5,2,x,-8,x,-89,x
Nc1ccccc1Nc1ccccc1,12,3,6,49*,5,4,3,-13,22
CCNc1nc(NCC)n2c(SCC(=O)Nc3ccc(C)c(C)c3)nnc2n1,-2,-3,4,1,7,-4,-1,12,8
Cc1ccc(S(=O)(=O)NCCc2ccccc2)cc1,10,-10,-3,-1,5,12,-6,14,34
Cc1c(CC(=O)NCCCO)c(=O)oc2cc3c(cc12)CCC(C)(C)O3,-15,2,-6,3,-6,-4,1,-278,-3
CCN(CC)S(=O)(=O)c1cccc(-c2n[nH]c(=S)n2C)c1,1,1,-11,2,-3,18,0,-6,29
Clc1ccc(Cl)c(OCc2cc(-c3ccccc3Cl)on2)c1,-23,-9,5,-1,16,-11,6,9,2
CC1Nc2ncnc(N3CCc4ccccc4C3)c2N(Cc2ccc(Cl)cc2)C1=O (stereo not given),-18,9,1,-1,20,14,1,-71,12
CCOc1ccc(S(=O)(=O)NCCC(=O)NCCCSc2ccccc2)cc1,-12,-1,-4,0,14,0,2,5,5
CC1CC1C(=O)Nc1nc(-c2cccs2)c(-c2cccs2)s1 (stereo not given),-6,-10,-5,-2,9,23,-1,-258,-19
Nn1c(COc2ccccc2F)nnc1SCC(=O)NC1CCCC1,-10,-8,-5,1,-6,-4,12,2,15
O=C1CCCC(O)=C1C1NCCc2ccccc21 (stereo not given),-1,2,-6,-16,-8,-8,11,-4,-4
O=C(CSc1nnc(-c2ccncc2)n1Cc1ccco1)Nc1nc(-c2ccccc2)cs1,-5,-6,1,-8,29,-14,-10,14,-23
Cn1cnnc1SCC(=O)NCCC1=CCCCC1,-6,-2,-5,-2,-8,-1,9,4,5
O=C(Nc1cccc(-c2cn3ccccc3n2)c1)c1cc2ccccc2oc1=O,-14,14,19,-8,37,19,-6,16,22
C=CCn1c(N)c(-c2nc3ccccc3n2C)sc1=S,-1,-5,12,-56,-6,11,-4,-35,26
CN(C(=O)c1cccc(NC(=O)Cc2ccc(NC(=O)C3CCN(C(=O)C4CCCC4)CC3)cc2)c1)C1CCC1,x,x,1,2,x,-7,x,8,x
O=C(OCC(=O)N1CCc2ccccc21)c1c2c(nc3ccccc13)CCCCC2,3,-6,-2,3,17,16,6,8,17
CC1CCC2(CC1)NC(=O)N(CC(=O)Nc1sc3c(c1C(N)=O)CCC3)C2=O (stereo not given),-6,9,10,-32,7,9,7,-112,-2
O=C(Nc1ccccc1)c1ccc(-c2ccc(Br)cc2)o1,22,4,9,4,10,28,9,6,26
O=C(CCC(=O)Nc1ccc(Oc2ccccc2)cc1)NCCO,-15,-5,-1,-1,-6,-8,16,12,1
COc1ccc2c(c1)C1NC(=S)NC(C)(O2)C1C(=O)Nc1ccc(C)cc1C (stereo not given),-22,-10,14,2,5,9,1,9,-6
Cn1c(=O)oc2cc(S(=O)(=O)NCCC(=O)NC3CCCc4ccccc43)ccc21 (stereo not given),-11,-2,-4,1,-19,4,3,4,-1
O=C1CSC(=S)N1c1ccc(F)cc1,-3,8,x,x,0,x,4,x,17
Cc1cc(C)c(OCC(=O)OC(C)C(=O)NC2CC2)c(C)c1 (stereo not given),-17,-3,2,2,5,10,-6,-3,8
COc1ccc(C)cc1NS(=O)(=O)c1ccc(Cl)nc1,3,-1,-4,-1,-5,7,-11,1,1
